# Compound activity (PubChem)
# EPAC1 agonist – qHTS for Agonist of cAMP-regulated guanine nucleotide exchange factor 3 (EPAC1): primary screen; Rap guanine nucleotide exchange factor 3 (Homo sapiens), O95398; EPAC1 agonist qHTS, biochemical assay; response scale: 100% = response to 6.5 mM cAMP; Potency, µM (titrated, usually from 154 µM), inactives show at the top dose activation, actives largely listed as activators; 0.073% of 360,000 active; also: potency is read from the fitted curve at half-maximal effect; nearly all actives have a fitted effect of over 60% in size
#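 Nucleotide exchange assay: 100 nM EPAC1 with 250 nM Rap1B loaded with BODIPY-GDP and 50 uM GDP, room temperature. Fluorescence (480/540 nm) read every 5 min for 30 min; signal change normalized to 6.5 mM cAMP as full agonist.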
# PLK1 PBD block – qHTS for Inhibitors of PLK1-PDB (polo-like kinase 1 - polo-box domain): Primary Screen; Serine/threonine-protein kinase PLK1 (Homo sapiens), P53350; Plk1 PBD binding of FITC phosphopeptide, fluorescence polarization; Potency, µM, for the others: max response, negative = inhibition, hits mostly inhibitors; 2.8% of 360,000 active; also: potency is read from the fitted curve at half-maximal effect; series mostly up to about 57 µM; % is scaled to controls: 0 for no effect and ±100 for the full control effect; nearly all actives have a fitted effect of over 65% in size
# WRN inhibitor – qHTS for Inhibitors of WRN Helicase; Bifunctional 3'-5' exonuclease/ATP-dependent helicase WRN (Homo sapiens), Q14191; WRN helicase unwinding, fluorescent forked duplex, kinetic; Potency, µM (highest dose often 114 µM), for inactives: top-dose activity change, negative = inhibition, most hits filed as inhibitors; 0.46% of 360,000 active; AID 651768, 2012; also: potency is read from the fitted curve at half-maximal effect; % is scaled to controls: 0 for no effect and ±100 for the full control effect; nearly all actives have a fitted effect of over 55% in size
# Target sequence (Q14191 whole entry, looked up): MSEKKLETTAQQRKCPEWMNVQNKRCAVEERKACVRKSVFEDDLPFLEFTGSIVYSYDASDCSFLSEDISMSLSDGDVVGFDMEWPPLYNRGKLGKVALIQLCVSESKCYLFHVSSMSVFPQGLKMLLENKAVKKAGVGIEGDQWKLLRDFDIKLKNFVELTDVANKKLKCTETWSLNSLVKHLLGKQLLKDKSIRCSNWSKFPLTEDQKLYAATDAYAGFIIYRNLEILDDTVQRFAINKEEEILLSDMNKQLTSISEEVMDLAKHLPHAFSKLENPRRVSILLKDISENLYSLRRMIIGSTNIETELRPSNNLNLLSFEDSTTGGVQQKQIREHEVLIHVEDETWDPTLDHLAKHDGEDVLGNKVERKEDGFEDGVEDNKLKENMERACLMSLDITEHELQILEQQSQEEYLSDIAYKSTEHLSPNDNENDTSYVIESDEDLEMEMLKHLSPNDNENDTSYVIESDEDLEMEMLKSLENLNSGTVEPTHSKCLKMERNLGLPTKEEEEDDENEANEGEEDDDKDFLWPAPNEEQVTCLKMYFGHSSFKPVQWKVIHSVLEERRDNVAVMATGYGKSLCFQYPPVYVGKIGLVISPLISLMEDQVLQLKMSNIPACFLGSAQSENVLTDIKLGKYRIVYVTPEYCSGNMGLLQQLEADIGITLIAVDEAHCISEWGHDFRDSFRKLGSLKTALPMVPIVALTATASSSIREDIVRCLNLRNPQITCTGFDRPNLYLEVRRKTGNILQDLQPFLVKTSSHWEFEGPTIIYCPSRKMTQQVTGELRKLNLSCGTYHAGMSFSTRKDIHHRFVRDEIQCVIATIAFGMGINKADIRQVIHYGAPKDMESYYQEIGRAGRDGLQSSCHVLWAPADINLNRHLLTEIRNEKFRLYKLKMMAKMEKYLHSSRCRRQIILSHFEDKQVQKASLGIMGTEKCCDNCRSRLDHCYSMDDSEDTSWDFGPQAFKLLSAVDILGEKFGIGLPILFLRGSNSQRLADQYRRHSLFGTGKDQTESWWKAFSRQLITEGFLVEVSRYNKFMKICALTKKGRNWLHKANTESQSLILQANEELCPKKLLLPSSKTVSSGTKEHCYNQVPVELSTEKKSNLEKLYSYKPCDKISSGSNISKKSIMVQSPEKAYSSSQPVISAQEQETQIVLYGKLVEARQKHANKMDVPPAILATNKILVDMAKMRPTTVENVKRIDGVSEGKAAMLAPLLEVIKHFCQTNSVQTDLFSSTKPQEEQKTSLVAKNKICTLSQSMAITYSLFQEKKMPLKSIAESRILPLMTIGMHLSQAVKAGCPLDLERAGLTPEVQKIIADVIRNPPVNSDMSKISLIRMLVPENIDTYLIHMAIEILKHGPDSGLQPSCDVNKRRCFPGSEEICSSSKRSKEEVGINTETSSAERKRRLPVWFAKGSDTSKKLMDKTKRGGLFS
#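 Enzyme (20 nM final) and test compound sit together 15 min at room temperature before substrate addition. Substrate is a single-forked duplex oligonucleotide (100 nM) labelled with fluorophore and quencher, with 2 mM ATP; helicase unwinding raises red fluorescence, read kinetically.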
# EPAC1 antag – qHTS for Antagonist of cAMP-regulated guanine nucleotide exchange factor 3 (EPAC1): primary screen. EPAC1 GEF assay, Rap1b-BODIPY-GDP exchange fluorescence. Potency, µM (series often up to 115 µM), without a hit: at the top dose activity change, negative = inhibition, most hits filed as inhibitors. 0.14% of 360,000 active. AID 720709, 2013. Rap guanine nucleotide exchange factor 3 (Homo sapiens), O95398;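 also: potency is read from the fitted curve at half-maximal effect; plate controls were vehicle for no effect and positive control for full effect; nearly all actives have a fitted effect of over 50% in size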
# Abeta rescue – qHTS for compounds that reverse cellular toxicity of Amyloid beta (A-beta) peptide in yeast: Primary Screen; 0.063% of 410,000 active; yeast expressing A-beta42, growth rescue, OD600, 48 h; response scale: 0% DMSO, 100% iron-clioquinol control; Potency, µM (doses to about 46.1 µM), inactives show at the highest dose growth rescue, hits mostly activators; also: potency is read from the fitted curve at half-maximal effect; nearly all actives have a fitted effect of over 55% in size
#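 Yeast A-beta toxicity model in growth medium with pinned compounds, 48 h at 30 C; growth read as absorbance at 600 nm. Normalized to FeCl3/clioquinol equimolar mix (positive) and DMSO (negative).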
# PI5P4Ka inh – qHTS for Inhibitors of phosphatidylinositol 5-phosphate 4-kinase (PI5P4K); Phosphatidylinositol 5-phosphate 4-kinase type-2 alpha (Homo sapiens), P48426; PI5P4Kalpha enzyme, ADP-Glo luminescence, 60 min; hits give low values; max response, %; 1.2% of 330,000 active; AID 652105, 2013; active = max response of -50% or lower; inconclusive = between -30% and -50%; inactive = -30% or higher; also: value at the top dose of about 77 µM; % is scaled to controls: 0 for no effect and ±100 for the full control effect
#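 ADP-Glo luminescence end-point read after a 60 min room-temperature kinase reaction of PI5P4Kalpha plus substrate, initiated with ATP at 5 microM final. Buffer: 0.038 M HEPES pH 7.4, EGTA, 0.1% CHAPS, 5% DMSO.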
# IL2 activator – qHTS of IL-2 Activators | activation, % (series mostly up to about 46 µM) | 0.065% of 360,000 active | IL-2 activation reporter assay, cell-based qHTS; stimulated with anti-CD3/CD4/CD28 beads; in transgenic mouse T cells; in the data active = activation above about 50%; inconclusive = mostly about 30% to 49%; also: 0% is about no effect
#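 First, unstimulated transgenic mouse T cells were exposed to compound for 60 min. Next, anti-CD3/anti-CD4-coated beads with anti-CD28 were added. Finally, after 18 h at 37 degrees C, EGFP and DsRed were imaged.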
# aSyn rescue – qHTS of alpha-syn Inhibitors | Yeast expressing alpha-synuclein, growth rescue, BacTiter-Glo, 24 h | Potency, µM (top dose mostly 46.1 µM), for the others: at the top dose growth rescue (activation), actives largely listed as activators | 0.14% of 370,000 active | AID 652106, 2013; also: potency is read from the fitted curve at half-maximal effect; % of control where 0% means no effect; nearly all actives have a fitted effect of over 65% in size
#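 Readout is rescue of growth in alpha-synuclein-expressing yeast, so inhibitors of toxicity appear as activators. Growth after 24 hr at 30 deg C in galactose medium is quantified by luminescence.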
# FUS yeast rescue – qHTS for Suppressors of FUS Proteinopathy: Primary screen using FUS-linked yeast assay. S. cerevisiae FUS-expressing, growth rescue, OD600, 24 h. Potency, µM (series often up to 76.6 µM), inactives show top-dose growth rescue (activation), usual class: activators. 0.24% of 390,000 active. AID 1347120, 2019;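 also: potency is read from the fitted curve at half-maximal effect; plate controls were DMSO vehicle for no effect and reference control for full effect; nearly all actives have a fitted effect of over 55% in size; some results filed as inactive show a strong effect at the top dose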
#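 Read-out: OD at 600 nm after 24hr at 30C, reporting rescue of FUS-induced yeast toxicity. Cells at OD 0.005 in galactose (2%) minimal medium; compounds tested in a dilution series; CP55940 titration from 92uM final as control.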
# An asterisk follows results filed as active; ? = inconclusive; · = no result given; [ ] = dose if it differs, or a comment. Unless noted, calls follow the shape of the dose curve; as a rule, active = well fitted curve in the direction sought with a large enough effect; inconclusive = small, poorly fitted or top-dose-only effect, or another doubt; inactive = no such curve, though single readings can be large; an effect the other way counts as inactive or inconclusive.
SMILES,EPAC1 agonist,PLK1 PBD block,WRN inhibitor,EPAC1 antag,Abeta rescue,PI5P4Ka inh,IL2 activator,aSyn rescue,FUS yeast rescue
COc1ccc(N2CCN(C(=O)CNC(=O)c3cn(-c4ccccc4OC)c(=O)c4ccccc34)CC2)cc1,2%,0%,1%,7%,-2%,-3,-0.2,11%,22%
CCOC(=O)c1ccccc1N1C(=O)CSC1=S,-4%,-19%,-2%[57.1 µM],4%,5%,·,-1.2,-6%,9%
COc1ccccc1NC(=O)C1CCN(c2ncccn2)CC1,1%,2%,-8%,10%,16%,0,-0.9,5%,-7%
CC(=O)N1CCc2cc(S(=O)(=O)CCC(=O)NCc3ccc(F)cc3)ccc21,7%,-23%,-2%[57.1 µM],-18%,5%,-5,7.9,-2%,3%
O=C(CNc1cccc(Cl)c1)c1ccc(Br)cc1,-8%,-4%,-7%,-8%,2%,15,-1.0,4%,-17%
COc1cc(CNc2ccc3[nH]c(=O)[nH]c3c2)ccc1OCc1ccc(Cl)cc1,4%,4%,-2%,-5%,7%,4,1.5,-2%,15%
Cc1ccc(CCNS(=O)(=O)c2ccc3c(c2)NC(=O)C(C)C(=O)N3)cc1 (stereo not drawn),-6%,-3%,-12%,-6%,8%,-9,-0.9,0%,-8%
O=C(O)c1cc(=O)[nH]c2ccccc12,-16%,-6%,4%,4%,-7%,-6,1.0,-1%,-4%
CCN1CCN(C(c2nnnn2Cc2ccc3c(c2)OCO3)C(C)C)CC1 (stereo not drawn),-5%,1%,8%,11%,0%,5,-4.4,0%,12%
CCCC1=NN2C(=N)/C(=C\c3cc(C)n(-c4cccc(C)c4)c3C)C(=O)N=C2S1,12%,?,1%,-24%,5%,0,-1.5,-5%,3%
O=C(CCNS(=O)(=O)c1ccc2[nH]c(=O)oc2c1)NCc1ccccc1,3%,?,-2%,-7%,6%,-6,-2.1,-2%,26%
O=C(NCCN1CCOCC1)c1cnn2c1NC(c1cccs1)CC2C(F)(F)F (stereo not drawn),2%,3%,0%,9%,-3%,-2,0.1,1%,2%
CCOc1ccc(C(=O)NNC2CC(=O)N(Cc3ccc(Cl)cc3)C2=O)cc1OC (stereo not drawn),-3%,-13%,-23%,-11%,21%,?,0.6,-1%,37%
Cc1ccc(S(=O)(=O)CCC(=O)OCC(=O)N(C)C2CCS(=O)(=O)C2)cc1 (stereo not drawn),4%,-3%,-6%,7%,-9%,1,0.8,2%,-10%
O=C(Nc1ccccc1F)C1CC1c1ccccc1 (stereo not drawn),0%,-1%,-6%,-11%,20%,14,-1.8,-11%,4%
CCCCn1c(=O)c(CCC(=O)OC(C)C(=O)Nc2cccc(Cl)c2Cl)nc2ccccc21 (stereo not drawn),-4%,4%,-8%,-1%,23%,10,-0.7,8%,-11%
O=[N+]([O-])c1cc(/C=N/N2CCN(C3c4ccccc4-c4ccccc43)CC2)ccc1Cl,1%,-2%,-15%,-2%,2%,0,-3.9,9%,·
CC/C(=N\Nc1ccc([N+](=O)[O-])cc1[N+](=O)[O-])c1ccc(O)cc1,3%,-6%,-1%,6%,-14%,4,0.7,-6%,-21%
COc1cc2c(cc1OC)-c1cc(NC3CC3)nc(=O)n1CC2,0%,-5%,-6%,4%,-4%,0,0.4,-2%,-6%
CCC(=O)N1CCCC1(C)C(=O)Nc1ccc2c(c1)CCN2C(C)=O (stereo not drawn),11%,-13%,-1%,-10%,-6%,7,-0.2,0%,-18%

# Retrieved one by one from the entries so far, 2 records:
SMILES,EPAC1 agonist,PLK1 PBD block,WRN inhibitor,EPAC1 antag,Abeta rescue,PI5P4Ka inh,IL2 activator,aSyn rescue,FUS yeast rescue
COc1ccccc1NC(=O)C1CCN(c2ncccn2)CC1,1%,2%,-8%,10%,16%,0,-0.9,5%,-7%
O=[N+]([O-])c1cc(/C=N/N2CCN(C3c4ccccc4-c4ccccc43)CC2)ccc1Cl,1%,-2%,-15%,-2%,2%,0,-3.9,9%,·

# Next section.
SMILES,EPAC1 agonist,PLK1 PBD block,WRN inhibitor,EPAC1 antag,Abeta rescue,PI5P4Ka inh,IL2 activator,aSyn rescue,FUS yeast rescue
O=C(C[C@H]1C/C=C\C[C@@H](Cc2ccc(F)cc2)C(=O)OC[C@H]2CCCN2C1=O)NCCO,-5%,3%,-2%,-5%,7%,2,-0.5,1%,-9%
CCOC(=O)CSc1n[nH]c(NC(=O)c2cccc(C)c2)n1,-2%,-25%,-2%,4%,-9%,·,-1.9,16%,10%
COc1ccc(NCc2nnc(SCC(=O)Nc3cc(C)cc(C)c3)o2)cc1,-9%,-7%,0%,7%,19%,-2,0.1,9%,?
O=C1NC(c2ccccc2)=CC(c2ccccc2O)N1 (stereo not drawn),0%,3%,0%,2%,6%,1,0.0,2%,-2%
COc1cccc(C(=O)COc2ccc(NC(=O)c3ccccc3)cc2)c1,1%,-14%,2%,-7%,12%,5,-1.8,-10%,-6%
COc1ccc(Cl)cc1C(=O)n1cnc2ccccc21,-1%,-9%,4%,2%,1%,-6,1.0,-4%,-22%
CC1CN(CCCOc2ccccc2-c2ccccc2)CC(C)O1 (stereo not drawn),3%,-8%,-20%,1%,-16%,-7,-0.4,14%,1%
COc1ccc(C(=O)CN2C(=O)NC3(CCc4ccccc43)C2=O)cc1 (stereo not drawn),-3%,5%,4%,-1%,-3%,1,-2.8,2%,7%
Nc1nc2sc3c(c2c(=O)s1)CCCC3,8%,-5%,-13%[57.1 µM],3%,-90%[inhibitor],·,-2.0,-37%[inhibitor],-7%
COc1ccc(C(CNC(=O)CCNC(=O)c2ccccc2OC)N2CCCC2)cc1 (stereo not drawn),0%,-2%,20%,22%,-8%,0,-0.5,-4%,14%
COC(=O)c1ccc(N2C(=O)C3CC=CC(C)C3C2=O)cc1 (stereo not drawn),3%,-16%,2%,6%,2%,-3,-1.0,1%,19%
Cc1ccc(C(=O)Nc2cccc(C(=O)NCc3ccco3)c2)cc1,14%,-5%,-5%,-3%,21%,-1,-0.5,3%,5%
COc1ccc(OCCNC(=O)c2ccc(C)cc2)cc1,-5%,-4%,1%,-1%,-21%,3,2.0,-1%,7%
CCc1ccccc1-n1nnc(-c2ccccc2)n1,8%,-2%,1%,3%,14%,9,1.0,8%,-18%
Cc1cc(N=Nc2ccc(Cl)cc2)cc(CN2CCOCC2)c1O,-3%,-10%,-32%,-30%,-3%,40,-0.4,-2%,19%
Cc1nn(CC#N)c(=O)n1-c1cccc(F)c1,-7%,-6%,7%,-4%,4%,-7,-0.7,-2%,12%
O=C(Nc1ccnn1C1CCN(Cc2cccc(F)c2F)CC1)C1CCCC1,2%,0%,-8%,-9%,2%,8,0.4,3%,·
CCn1nc(C(=O)OCC(=O)N2c3ccccc3CC2C)c2ccccc2c1=O (stereo not drawn),0%,-6%,6%,?,18%,·,1.4,6%,?
CN1C(=O)COc2ccc(C(=O)c3ccccc3C(=O)O)cc21,-2%,-4%,5%,0%,21%,-4,-1.5,-14%,-21%
COC(=O)CCCCCCCC(=O)Nc1nnc(C(F)(F)F)s1,-1%,-10%,-27%,?,8%,-1,-0.5,-7%,14%
CN(C)c1ccc(C(=S)NCc2ccco2)cc1,5%,19µM*,-18%,-4%,-14%,-26,1.1,-13%,-16%
C=CCNC(=O)C(C(=O)OCC)C1CCCCC1 (stereo not drawn),0%,-11%,6%,-18%,3%,1,1.1,-1%,1%
COCCn1c(=O)c2c(nc3n2CC(C)CN3CCc2ccccc2)n(C)c1=O (stereo not drawn),5%,-18%,10%,-4%,-1%,3,-4.4,-2%,11%
CCOc1ccc(CN2CCNC(=O)C2CC(=O)N(C)CC2CCOCC2)cc1 (stereo not drawn),-8%,-2%,-3%,7%,-3%,3,-1.0,0%,7%

# Among those listed so far, 7 have a Cl atom:
SMILES,EPAC1 agonist,PLK1 PBD block,WRN inhibitor,EPAC1 antag,Abeta rescue,PI5P4Ka inh,IL2 activator,aSyn rescue,FUS yeast rescue
O=C(CNc1cccc(Cl)c1)c1ccc(Br)cc1,-8%,-4%,-7%,-8%,2%,15,-1.0,4%,-17%
COc1cc(CNc2ccc3[nH]c(=O)[nH]c3c2)ccc1OCc1ccc(Cl)cc1,4%,4%,-2%,-5%,7%,4,1.5,-2%,15%
CCOc1ccc(C(=O)NNC2CC(=O)N(Cc3ccc(Cl)cc3)C2=O)cc1OC (stereo not drawn),-3%,-13%,-23%,-11%,21%,?,0.6,-1%,37%
CCCCn1c(=O)c(CCC(=O)OC(C)C(=O)Nc2cccc(Cl)c2Cl)nc2ccccc21 (stereo not drawn),-4%,4%,-8%,-1%,23%,10,-0.7,8%,-11%
O=[N+]([O-])c1cc(/C=N/N2CCN(C3c4ccccc4-c4ccccc43)CC2)ccc1Cl,1%,-2%,-15%,-2%,2%,0,-3.9,9%,·
COc1ccc(Cl)cc1C(=O)n1cnc2ccccc21,-1%,-9%,4%,2%,1%,-6,1.0,-4%,-22%
Cc1cc(N=Nc2ccc(Cl)cc2)cc(CN2CCOCC2)c1O,-3%,-10%,-32%,-30%,-3%,40,-0.4,-2%,19%
